# Mcl1 Noxa PPI: Mcl-1/Noxa binding inhibitors, primary screen, biochemical, TR-FRET, 1536-well; Induced myeloid leukemia cell differentiation protein Mcl-1 (Homo sapiens), Q07820; TR-FRET Mcl-1/Noxa peptide binding, 2 h; inhibition, % at 21.7 µM; actives 1.5% (n = 220,000);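 active = compounds that cut the protein-peptide binding signal by more than 50% relative to plate controls in a single-dose test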;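 also: His-tagged Mcl-1 with rhodamine Noxa BH3 peptide and terbium anti-His antibody; 0% = Mcl-1 plus Noxa peptide wells and 100% = peptide-only wells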
# Rab2 wt GTP: modulators of GTP binding to Rab2A wildtype, primary screen, biochemical, dog, bead-based flow cytometry, multiplex. GST-Rab2 wt beads, Bodipy-GTP binding. AID 760, 2007. actives 0.19% (n = 190,000). GTP binding activity, % at 10 µM. Ras-related protein Rab-2A (Canis lupus familiaris), P61105;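 active = GTP binding activity at least 20 points away from 100%, either lowered or raised; inconclusive = signal likely due to the compound's own green fluorescence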;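 also: 0% = beads with excess unlabeled GTP and 100% = no-compound control corrected for plate trend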
# Pf gametocyte: late stage P. falciparum gametocyte viability inhibitors, primary screen, ATP luminescence, HTS. P. falciparum stage V gametocytes, 24 h. inhibition, % at 10.9 µM. actives 0.065% (n = 150,000);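 active = inhibition above the mean plus 3 SD of compounds within the control limits, set per campaign, cut at about 38% in these data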;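 also: 0% = DMSO wells and 100% = medium only without gametocytes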
# HRas wt GTP bind: modulators of GTP binding to HRas wildtype, primary screen, biochemical, bead-based flow cytometry, multiplex; actives 0.14% (n = 190,000); GTP binding activity, % at 10 µM; AID 759, 2007; GST-Ras wt beads, Bodipy-FL-GTP binding; actives lie on both sides; GTPase HRas (Homo sapiens), P01112;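 active = GTP binding activity at least 20% away from the 100% baseline, either lowered as inhibitor or raised as activator; inconclusive = flagged as likely green fluorescent, judged across all proteins in the well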;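 also: 0% = unlabeled GTP competition control and 100% = no-compound control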
# Target sequence (P01112 whole entry, looked up): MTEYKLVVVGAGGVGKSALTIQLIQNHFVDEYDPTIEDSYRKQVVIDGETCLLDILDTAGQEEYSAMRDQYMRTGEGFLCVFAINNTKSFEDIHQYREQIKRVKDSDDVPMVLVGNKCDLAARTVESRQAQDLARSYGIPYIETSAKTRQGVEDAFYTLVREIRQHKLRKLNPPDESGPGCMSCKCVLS
# ABCG2 inh: ABCG2 efflux pump inhibitors, primary screen, multiplex with ABCB1, IgMXP3 cells, flow cytometry; JC-1 efflux; inhibition, % at 6.6 µM; actives 0.1% (n = 190,000); AID 1325, 2008;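 active = inhibition above 80%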;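 also: 0% = DMSO and 100% = nicardipine control wells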
# Target sequence (Q9UNQ0 whole entry, looked up): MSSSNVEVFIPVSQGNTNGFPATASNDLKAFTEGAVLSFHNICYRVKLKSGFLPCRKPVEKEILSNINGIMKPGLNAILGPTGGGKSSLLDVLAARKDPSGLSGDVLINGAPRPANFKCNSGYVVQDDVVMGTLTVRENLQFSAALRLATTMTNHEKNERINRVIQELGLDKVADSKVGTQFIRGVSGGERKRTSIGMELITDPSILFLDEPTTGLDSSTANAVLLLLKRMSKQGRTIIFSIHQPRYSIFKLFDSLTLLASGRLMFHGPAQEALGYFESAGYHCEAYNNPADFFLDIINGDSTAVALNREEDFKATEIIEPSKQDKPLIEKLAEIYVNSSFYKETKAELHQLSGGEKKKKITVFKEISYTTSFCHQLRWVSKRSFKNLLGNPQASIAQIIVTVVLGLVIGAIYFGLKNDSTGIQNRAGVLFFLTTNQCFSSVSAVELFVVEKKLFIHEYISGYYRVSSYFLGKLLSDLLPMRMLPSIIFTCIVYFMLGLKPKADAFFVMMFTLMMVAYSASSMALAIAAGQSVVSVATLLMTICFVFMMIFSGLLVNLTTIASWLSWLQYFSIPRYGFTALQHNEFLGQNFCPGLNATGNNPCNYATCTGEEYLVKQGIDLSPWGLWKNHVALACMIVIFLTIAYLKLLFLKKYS
#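 Test system: ABCG2 IgMXP3 and barcoded ABCB1 CCRF-Adr cell mix; Schedule: cells with compound and JC-1, 10 min at 25 °C, rotating, no wash; Technique: flow cytometry of retained JC-1 fluorescence; Measure: % inhibition of efflux relative to nicardipine and DMSO; Controls: nicardipine high and DMSO low controls.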
# Rac1 mut GTP: GTP binding modulators of activated mutant Rac1, primary screen, biochemical, bead-based flow cytometry, multiplex, fluorescent GTP; AID 764, 2007; actives 0.11% (n = 190,000); Ras-related C3 botulinum toxin substrate 1 (Homo sapiens), P63000; GST-Rac1 activated beads; actives lie on both sides; 100% means binding = to untreated wells; percent activity (GTP binding), % at 10 µM;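 active = GTP binding at least 20 percentage points away from the 100% baseline, in either direction, so actives lie on both sides; inconclusive = Compound likely fluorescent itself, or too few beads counted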
# Rab7 wt GTP bind: modulators of GTP binding to Rab7, primary screen, biochemical, wildtype, multiplex bead flow cytometry; actives 0.055% (n = 190,000); GST-Rab7 beads, fluorescent GTP binding; actives lie on both sides; untreated = 100%, excess cold GTP = 0%; AID 758, 2007; Rab7 GTPase wild type (dog), Bodipy-FL-GTP binding; GTP binding activity (percent of control), % at 10 µM;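 active = fluorescent GTP binding to Rab7 beads changed by at least 20 points from the 100% baseline, either direction, mostly lower; inconclusive = compound itself probably fluorescent, or too few beads counted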;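 also: median green fluorescence of bound Bodipy-FL-GTP per Rab7 bead population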
# Cdc42 wt: modulators of GTP binding to wildtype Cdc42, primary screen, biochemical, multiplex bead flow cytometry, Bodipy-GTP; Cell division control protein 42 homolog (Homo sapiens), P60953; GST-Cdc42 beads; actives lie on both sides; percent activity (GTP binding), % at 10 µM; actives 0.2% (n = 190,000);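 active = percent activity GTP binding at least 20 points away from the 100% baseline, either down as inhibitor or up as activator; inconclusive = compound flagged as likely green fluorescent from well-wide comparison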;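 also: median bead fluorescence of bound Bodipy-FL-GTP at 100 nM; 0% = excess unlabeled GTP control and 100% = no compound control; below 100% means less GTP binding so inhibitor and above means activator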
# Target sequence (P60953 whole entry, looked up): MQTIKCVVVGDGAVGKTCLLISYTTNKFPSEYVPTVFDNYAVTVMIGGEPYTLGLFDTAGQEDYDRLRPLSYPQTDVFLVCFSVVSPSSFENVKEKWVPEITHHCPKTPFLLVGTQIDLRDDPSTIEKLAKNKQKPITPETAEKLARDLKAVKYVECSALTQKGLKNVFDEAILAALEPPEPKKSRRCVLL
# Avidin fluor: green autofluorescence of compounds with avidin beads – biophysical, 488/530 nm, flow cytometry, artefact control, profiling panel; compound fluorescence 488/530 nm; stronger effect = higher value; AID 1775, 2009; fluorescence (KMESF) at 10 µM; actives 0.38% (n = 220,000); in the data active = fluorescence above about 47; also: inactives centre near 10
# Rac1 wt GTP bind: wildtype Rac1 GTP binding modulators, primary screen, biochemical, GST-Rac1 beads, flow cytometry, multiplex; GTP binding activity (% of control), % at 10 µM; fluorescent GTP binding; actives lie on both sides; 0 = cold GTP competed, 100 = untreated; actives 0.27% (n = 190,000); Ras-related C3 botulinum toxin substrate 1 (Homo sapiens), P63000;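 active = GTP binding activity at least 20 points away from the 100% control level, either lower or higher; inconclusive = compound flagged as likely green fluorescent, judged across all proteins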
# ABCB1 block: ABCB1 efflux pump inhibitors, primary screen, cell-based, multiplex, flow cytometry, ABCG2 counter-screen; inhibition, % at 6.6 µM; CCRF-Adr cells, JC-1 efflux; actives 0.067% (n = 190,000); ATP-dependent translocase ABCB1 (Homo sapiens), P08183; in the data active = inhibition above about 40%;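 also: 0% = vehicle and 100% = reference inhibitor; higher value means more JC-1 retained so stronger ABCB1 efflux block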
# * = called active by the depositor; ? = inconclusive; nt = no result given.
# Order of results – Mcl1 Noxa PPI	Rab2 wt GTP	Pf gametocyte	HRas wt GTP bind	ABCG2 inh	Rac1 mut GTP	Rab7 wt GTP bind	Cdc42 wt	Avidin fluor	Rac1 wt GTP bind	ABCB1 block
O=C(NCCCn1ccnc1)C(=O)NC1CCCCC1
→ 10.7	96.0	9.8	96.0	-0.5	94.0	100.0	94.0	13	100.0	0.8
Cc1cccc(C)c1NC(=S)NC(=O)c1ccccc1F
→ 8.4	100.0	-11.8	101.0	-1.2	102.0	104.0	102.0	6	104.0	0.0
Cc1cc(C(=O)OCC(=O)Nc2cccc(S(=O)(=O)N(C)C)c2)c2ccccc2n1
→ 7.5	96.0	nt	97.0	4.2	99.0	102.0	99.0	8	99.0	0.8
CCOC(=O)c1sc(NC(=O)c2ccco2)c(C#N)c1C
→ 40.4	92.0	7.1	92.0	0.8	91.0	100.0	96.0	6	96.0	-0.2
CC(C)(c1ccccc1)c1ccc(OCC(O)CNC2CCN(Cc3ccccc3)CC2)cc1 (stereo not given)
→ 10.0	99.0	-29.3	96.0	1.9	98.0	98.0	96.0	12	97.0	0.7
O=C(c1cccc(OC2CCN(C3CCCC3)CC2)c1)N1CCCCCCC1
→ 8.6	99.0	6.6	99.0	0.1	98.0	105.0	100.0	11	103.0	0.4
CCC(C)(C)NC(=O)/C=C/c1ccccc1[N+](=O)[O-]
→ 3.6	97.0	-5.5	95.0	1.1	93.0	99.0	95.0	9	95.0	0.1
Cc1ccc(S(=O)(=O)N(CC(=O)NCc2cccnc2)C2CCCCC2)cc1
→ -0.5	94.0	nt	96.0	5.5	96.0	93.0	95.0	11	97.0	1.5
CCOC(=O)/C=C/C(=O)N1CCc2ccccc21
→ nt	92.0	-2.3	96.0	8.0	94.0	95.0	95.0	13	92.0	0.7
CC(=O)c1c(-c2ccccc2)c2ccccc2[nH]c1=O
→ -14.7	95.0	4.5	97.0	2.8	96.0	98.0	97.0	9	102.0	0.3
Cc1cc(NC(=S)N(CCN2CCOCC2)Cc2ccccc2F)ccc1Cl
→ -4.2	100.0	17.5	100.0	8.7	98.0	104.0	95.0	8	101.0	2.0
CC(C)(C)NC(=O)Cn1cnc2cc([N+](=O)[O-])ccc2c1=O
→ 27.1	?	12.8	?	0.5	?	?	?	9	?	0.5
O=C1c2ccsc2SCCN1Cc1ccccc1Cl
→ -8.8	94.0	-4.2	96.0	-1.1	91.0	94.0	94.0	14	95.0	0.3
CCN(CC)CC(=O)Nc1c(Br)ccc2c1OCO2
→ 20.3	102.0	22.5	103.0	0.3	103.0	99.0	109.0	8	108.0	0.2
CC1=NN(c2ccc(C)c(C)c2)C(=O)/C1=C\C=C\c1ccc([N+](=O)[O-])o1
→ 42.3	90.0	-17.9	92.0	-0.5	90.0	89.0	92.0	8	93.0	-0.2
Nc1cccc2c1C(=O)N(Cc1cccc(Cl)c1)C2=O
→ 5.8	98.0	-1.2	98.0	4.3	94.0	105.0	97.0	nt	96.0	0.3
COC(=O)COc1ccc(Oc2cc(C)nc(SC)n2)nn1
→ -5.3	100.0	nt	104.0	1.4	101.0	101.0	103.0	9	109.0	-0.6
CC1CCc2c(nc3ncnn3c2NCCN(C)C)C1 (stereo not given)
→ 9.5	99.0	4.0	102.0	8.5	96.0	108.0	100.0	6	100.0	2.4
O=C1C2C(C(=O)N1Cc1cccnc1)C1C=CC2C12CC2 (stereo not given)
→ 10.5	93.0	nt	96.0	0.9	93.0	92.0	92.0	4	93.0	0.2
CCOC(=O)/C=C1\SCC(=O)N1CC(O)CN1C(=O)CS/C1=C\C(=O)OCC
→ 11.7	100.0	nt	101.0	3.5	95.0	102.0	98.0	11	97.0	1.0
O=C(Nc1c(-c2ccccc2)nc2c(Br)cc(Br)cn12)c1ccco1
→ 11.4	93.0	nt	95.0	-0.6	91.0	95.0	92.0	28	93.0	0.1
CC(C)CCn1nnnc1CN1CCN(C(c2ccccc2)c2ccccc2)CC1
→ 16.3	96.0	-11.2	94.0	0.0	93.0	96.0	93.0	18	95.0	0.8
CCOC(=O)Nc1ccc2c(c1)nc(CN1CCCCC1)n2C
→ 4.8	98.0	nt	97.0	2.5	95.0	102.0	94.0	9	97.0	0.4
O=c1cc(-c2ccccc2[N+](=O)[O-])oc2ccccc12
→ 12.6	97.0	6.8	95.0	13.0	94.0	98.0	92.0	11	91.0	1.1
COc1ccc(-n2c(SCC(=O)Nc3nccs3)nnc2-c2ccccc2)cc1
→ -101.5	91.0	nt	93.0	6.8	92.0	94.0	91.0	13	90.0	2.1
O=C(NCc1ccc(Cl)cc1)C1CCN(S(=O)(=O)c2cc([N+](=O)[O-])ccc2Cl)CC1
→ 1.2	97.0	nt	99.0	3.0	98.0	99.0	101.0	10	100.0	0.4
OC1(c2ccccc2)c2ccccc2-c2ncccc21 (stereo not given)
→ 12.8	101.0	-31.7	101.0	3.7	97.0	103.0	99.0	11	102.0	0.5
CCc1ccc(C(=O)OCC(=O)Nc2cccc(S(=O)(=O)NC3=NCCCCC3)c2)cc1
→ -2.8	97.0	11.6	100.0	25.4	100.0	97.0	98.0	14	102.0	0.2
Cc1cccc(NC(=O)CN2C(=O)NC(Cc3ccccc3)C2=O)c1 (stereo not given)
→ -12.8	100.0	-24.8	100.0	2.6	97.0	97.0	101.0	9	100.0	0.9
O=C(COc1ccc(F)cc1)N(CC1=CCS(=O)(=O)C1)c1ccccc1
→ -1.1	97.0	6.7	99.0	4.2	91.0	100.0	98.0	13	97.0	1.3

# A few values from above.
# CC(C)CCn1nnnc1CN1CCN(C(c2ccccc2)c2ccccc2)CC1 in ABCG2 inh → 0.0
# CCc1ccc(C(=O)OCC(=O)Nc2cccc(S(=O)(=O)NC3=NCCCCC3)c2)cc1 in Pf gametocyte → 11.6

# Additional structures:
# Order of results – Mcl1 Noxa PPI	Rab2 wt GTP	Pf gametocyte	HRas wt GTP bind	ABCG2 inh	Rac1 mut GTP	Rab7 wt GTP bind	Cdc42 wt	Avidin fluor	Rac1 wt GTP bind	ABCB1 block
OCCC1CN(Cc2cccc3nccnc23)CCN1C1CCCC1 (stereo not given)
→ 4.5	96.0	4.6	94.0	-0.9	92.0	101.0	88.0	8	93.0	-0.6
O=C(c1cccs1)N1CCN=C1SCc1ccccc1
→ 1.7	100.0	nt	102.0	4.7	100.0	101.0	105.0	12	108.0	0.2
Cc1cccc(NC(=O)Cn2cnc3sc(C)c(S(=O)(=O)N4CCC(C)CC4)c3c2=O)n1
→ -5.6	102.0	nt	102.0	7.4	102.0	101.0	107.0	34	111.0	0.8
CC(C)(C)CC(C)(C)NCC(O)COc1c(F)cc(Br)cc1F (stereo not given)
→ 12.2	103.0	6.5	103.0	5.1	96.0	102.0	103.0	20	101.0	1.6
Cc1cnc(NC(=O)[C@H](C)N2C(=O)C3CCCCC3C2=O)s1 (stereo not given in full)
→ 4.4	100.0	-3.0	99.0	0.8	98.0	106.0	98.0	23	95.0	0.3
CCOC(=O)C1CCCN(C(=O)c2ccc(CS(=O)(=O)c3ccc(C)cc3)o2)C1 (stereo not given)
→ 15.7	101.0	nt	101.0	2.4	100.0	96.0	102.0	5	105.0	0.8
COC(=O)Cc1c(C)c2ccc(OC(=O)c3ccccc3)cc2oc1=O
→ -1.8	105.0	9.1	104.0	1.2	101.0	96.0	104.0	14	100.0	-0.1
Cc1cc2cc(CNC(=O)CCC(=O)O)ccc2n1C
→ 8.5	91.0	-3.2	91.0	5.7	90.0	101.0	89.0	7	86.0	1.2
Cc1cccc(NC(=O)Nc2cc(C)cc(C)n2)c1
→ -1.8	102.0	3.0	102.0	21.6	96.0	106.0	99.0	12	105.0	0.8
O=C(CN1CCN(c2ccccn2)CC1)Nc1cccc(C(F)(F)F)c1
→ 3.3	101.0	nt	101.0	2.2	100.0	99.0	104.0	8	104.0	0.8
CC(C)OC(=O)CSc1nnc(-c2ccccn2)n1-c1ccccc1
→ -7.5	102.0	nt	100.0	1.4	100.0	101.0	101.0	5	104.0	0.2
O=C(CN1CCN(c2ccc(F)cc2)CC1)c1ccc2c(c1)OCO2
→ 20.4	112.0	-18.6	111.0	1.5	107.0	106.0	114.0	33	112.0	0.7
CC(=O)c1cc(-c2ccccc2)n(CCC(=O)NC2CCCCC2)c1C
→ 2.3	104.0	nt	101.0	8.7	101.0	100.0	101.0	6	103.0	-0.1
CCOC(=O)c1ccccc1NC(=O)COc1cc(=O)n(CC)c2ccccc12
→ -16.1	96.0	-1.2	99.0	6.4	98.0	96.0	101.0	6	101.0	3.2
CCOC(=O)c1c(C)n(CC(O)CN(CC)CC)c2cc(Br)c(OC)cc12 (stereo not given)
→ 14.0	105.0	nt	101.0	4.7	101.0	109.0	102.0	12	105.0	2.2
Cc1ccccc1Nc1cc(C)c2c(O)cccc2n1
→ 50.5	100.0	nt	98.0	3.5	102.0	98.0	100.0	8	102.0	0.1
COC(=O)c1c(NC(=O)CN2C(=O)NC(CCc3ccccc3)C2=O)sc2c1CCCCC2 (stereo not given)
→ -23.0	94.0	nt	98.0	5.5	96.0	99.0	95.0	16	100.0	1.7
COc1ccc(C(=O)Nn2c(SCC(=O)NC3CCCC3)nc3ccccc3c2=O)cc1
→ 4.8	91.0	7.3	96.0	2.5	92.0	93.0	93.0	24	101.0	0.8
CC(C)(C)c1ccc(C(=O)Nc2nnc(Cc3c[nH]c4ccccc34)s2)cc1
→ -13.4	96.0	-0.2	99.0	0.9	95.0	99.0	96.0	1	99.0	-0.2
Cc1c(NC(=O)CSc2nnnn2Cc2ccccc2)c(=O)n(-c2ccccc2)n1C
→ 13.5	103.0	8.5	103.0	3.0	100.0	101.0	102.0	35	102.0	0.6
Cc1cccc(C)c1OCC(O)CN (stereo not given)
→ 5.0	103.0	-8.5	101.0	-2.6	95.0	101.0	100.0	10	100.0	-0.8
